RGS4 inh: human RGS4 inhibition. P49798. Transcreener GDP fluorescence polarization, RGS4-accelerated GTP hydrolysis. Potency, µM (series often up to 114 µM), inactives show at the top dose activity change, negative = inhibition, actives largely listed as inhibitors. actives 0.039% (n = 390,000). AID 504845; further: potency means the concentration at half of the fitted maximal effect; on the % scale 0 is the no-effect control and ±100 the full control effect; nearly all actives have a fitted effect of over 75% in size; some results filed as inactive show a strong effect at the top dose
Target sequence (P49798 whole entry, looked up): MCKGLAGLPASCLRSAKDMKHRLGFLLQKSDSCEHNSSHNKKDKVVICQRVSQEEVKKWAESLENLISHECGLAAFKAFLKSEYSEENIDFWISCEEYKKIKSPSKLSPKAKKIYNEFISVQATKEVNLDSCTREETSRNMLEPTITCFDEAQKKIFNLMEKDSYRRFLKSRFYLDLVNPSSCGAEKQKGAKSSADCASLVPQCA
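MLSMR compounds (23 nl, pin-transferred) preincubated 10 min at room temperature with a 500nM (2x) first reagent, then RGS4 at 900nM (2x) plus Transcreener GDP mix added; fluorescence polarization (620/688 nm) read before and after 90 min at 30 °C.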
Vif-A3G inh: Vif-A3G binding inhibition. actives 0.076% (n = 410,000). Potency, µM (doses to about 46.1 µM), for inactives: at the top dose activity, negative = active, actives largely listed as inhibitors. AID 602310. HeLa A3G-eYFP + Vif (tagged APOBEC3G with the HIV-1 protein that degrades it), YFP fluorescence, overnight;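 further: potency means the concentration at half of the fitted maximal effect; on the % scale 0 is the no-effect control and ±100 the full control effect; nearly all actives have a fitted effect of over 60% in size; hits raise eYFP signal because A3G escapes Vif-driven loss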
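Read-out is eYFP fluorescence (Ex 488/Em 500-530) from Vif-expressing HeLa A3G-eYFP cells; more signal means A3G escaped Vif-mediated degradation. Cells plated overnight, compound pinned in, incubated overnight at 37 deg C.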
ERG Ets-DNA blk: ERG Ets/DNA interaction inhibition | P11308 | fluorescence polarization, His-ERG Ets domain / labelled DNA | Potency, µM (highest dose often 76.9 µM), for inactives: top-dose FP activity, negative = inhibition, actives largely listed as inhibitors | actives 0.028% (n = 370,000); active means well fitted inhibition curve with a large enough effect in the polarisation, with a control signal flat; inconclusive means small, poorly fitted or top-dose-only effect, or effect the other way, or a change in a side signal; inactive means no such curve, though single readings can be large or run the other way; the % refers to the polarisation;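 further: polarization taken with two DNA probes labelled with fluorescein and Texas red; potency means the concentration at half of the fitted maximal effect; % of control where 0% means no effect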
Target sequence (P11308 whole entry, looked up, the tested form may be a part): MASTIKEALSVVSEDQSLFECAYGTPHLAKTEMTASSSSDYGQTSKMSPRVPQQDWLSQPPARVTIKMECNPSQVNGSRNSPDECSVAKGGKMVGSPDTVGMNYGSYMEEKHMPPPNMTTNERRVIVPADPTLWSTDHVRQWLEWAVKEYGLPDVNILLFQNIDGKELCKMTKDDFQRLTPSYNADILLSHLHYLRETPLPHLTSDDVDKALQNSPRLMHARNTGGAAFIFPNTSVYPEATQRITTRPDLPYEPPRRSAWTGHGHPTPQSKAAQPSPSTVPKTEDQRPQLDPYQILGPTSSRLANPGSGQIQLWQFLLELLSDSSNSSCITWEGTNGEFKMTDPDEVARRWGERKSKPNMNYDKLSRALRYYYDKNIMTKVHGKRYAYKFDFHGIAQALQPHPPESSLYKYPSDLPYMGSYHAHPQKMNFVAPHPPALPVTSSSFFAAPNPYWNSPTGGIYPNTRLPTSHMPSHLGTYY
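His-tagged ERG Ets domain (1 uM in the protein solution; 300mM KCl, 50mM Tris-HCl, 1mM EDTA, 1mM DTT, pH 7.5) received compound, then a probe mix of 5 nM fluorescein-DNA and 100nM Texas-615-DNA. Fluorescence polarization was read for both dyes.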
LDHA block: blocks human lactate dehydrogenase A; activity change, % (values are at about 110 or 230 µM); actives 0.15% (n = 480,000); P00338; purified LDHA, NADH/diaphorase-resazurin fluorescence; stronger effect = lower value; in the data active means activity change below about -30%; inconclusive means mostly about -25% to -30%;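 further: plate controls were DMSO wells for no effect and wells without enzyme for full effect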
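Human LDH5 at 2 nM final in Tris HCl pH 7.4 with 0.06 mM NADH and 0.2 mM pyruvate, reacted 5 minutes at room temperature. Remaining NADH coupled via diaphorase/resazurin; resorufin fluorescence read at 0 and 20 minutes, normalized to enzyme-free and DMSO wells.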
ALOX12 inh: ALOX12 (human) lipoxygenase inhibition; P18054; purified 12hLO, xylenol orange hydroperoxide absorbance; Potency, µM (series often up to 108 µM), inactives show top-dose activity change, negative = inhibition, actives largely listed as inhibitors; actives 1.1% (n = 580,000); AID 1671190; further: potency means the concentration at half of the fitted maximal effect; on the % scale 0 is the no-effect control and ±100 the full control effect
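Hydroperoxide product was detected by ferrous iron/xylenol orange as the 573 to 405 nm absorbance ratio. Arachidonic acid at 40 uM (final) was turned over for 30 min at room temperature by 150 nM human 12hLO, pH 7.0 Hepes buffer, after 15 min compound preincubation.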
D2 ag: agonists of human D2 dopamine receptor. HEK293 T-REx D2 cells, calcium flux agonist mode. activation, % at 2 µM. actives 0.53% (n = 340,000). AID 485358;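 active means activation over 3 SD above normal in the single-dose calcium agonist read, cut at about 30% in these data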; further: 0% is about no effect
Target sequence (P14416 whole entry, looked up): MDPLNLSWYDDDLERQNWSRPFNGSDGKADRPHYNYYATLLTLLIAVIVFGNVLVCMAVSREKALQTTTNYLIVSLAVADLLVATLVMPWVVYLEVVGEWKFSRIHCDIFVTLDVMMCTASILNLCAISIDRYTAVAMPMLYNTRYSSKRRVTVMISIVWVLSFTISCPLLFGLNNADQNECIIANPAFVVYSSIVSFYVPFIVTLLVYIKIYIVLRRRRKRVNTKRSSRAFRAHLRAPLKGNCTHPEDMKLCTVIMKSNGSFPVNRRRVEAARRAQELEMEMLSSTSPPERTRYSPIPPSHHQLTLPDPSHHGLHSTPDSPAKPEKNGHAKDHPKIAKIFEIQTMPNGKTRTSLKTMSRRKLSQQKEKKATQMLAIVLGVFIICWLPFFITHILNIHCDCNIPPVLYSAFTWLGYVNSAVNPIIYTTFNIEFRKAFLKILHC
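Tetracycline-induced HEK293 Trex cells with D2 receptor force-coupled to calcium signaling, plated overnight at 30 C and loaded with no-wash calcium dye. Calcium flux read kinetically for 180 s after compound addition; responses flag agonists.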
D2 antag: D2 dopamine receptor (human) antagonism; P14416; HEK293 TREx D2 cells, calcium flux, dopamine EC80; inhibition, % at 10 µM; actives 2% (n = 340,000); in the data active means inhibition above about 30%; further: 0% is about no effect
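In this primary screen, negative modulation is detected by tracking calcium flux after an EC80 dopamine challenge in inducible HEK293 T-REx D2 cells preexposed to test compound for 180 s.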
Vif-APOBEC3F blk: inhibitors of Vif-A3F interaction. actives 0.2% (n = 390,000). Potency, µM (titrated, usually from 46.1 µM), without a hit: top-dose activity, negative = active. HeLa A3F-eYFP + Vif (tagged APOBEC3F with the HIV-1 protein that degrades it), YFP fluorescence increase; further: potency means the concentration at half of the fitted maximal effect; % of control where 0% means no effect; nearly all actives have a fitted effect of over 65% in size
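HeLa cells stably expressing Vif plus C-terminally eYFP-tagged A3F were seeded, incubated overnight at 37 deg C, dosed with compound, incubated overnight again at 37 deg C. Yellow fluorescence (Ex 488/Em 500-530) reported blocked Vif-mediated A3F-eYFP degradation.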
Glioma ERSR ind: induces the endoplasmic reticulum stress response in human glioma cells | U87-MG GRP78 promoter luciferase reporter, 16 h | actives 0.02% (n = 420,000) | Potency, µM, for the others: top-dose activation, hits mostly activators; further: potency means the concentration at half of the fitted maximal effect; series mostly up to about 76 µM; % of control where 0% means no effect; nearly all actives have a fitted effect of over 35% in size
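Stably transfected U87-MG human glioma cells carrying a GRP78-based luminescent sensor were seeded at 1000 cells/well, pin-dosed with compounds and incubated 16 h. Luciferase reagent was then added, and end-point luminescence was read after 10 min at room temperature.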
* hit, by the source's call; ? = inconclusive; / = not tested or not shown; & = joins results of further samples; [ ] = dose if it differs, or a comment. Unless noted, the call rests on the fitted dose curve; in most records, active means well fitted curve in the direction sought with a large enough effect; inconclusive means small, poorly fitted or top-dose-only effect, or another doubt; inactive means no such curve, though single readings can be large; an effect the other way counts as inactive or inconclusive. An excerpt; the hit share may differ from the screen's.

SMILES	RGS4 inh	Vif-A3G inh	ERG Ets-DNA blk	LDHA block	ALOX12 inh	D2 ag	D2 antag	Vif-APOBEC3F blk	Glioma ERSR ind
CC(=O)c1ccc(-n2c(-c3cc(-c4ccco4)[nH]n3)n[nH]c2=S)cc1	-44.1%	-4.9%	2.1%	-4.5	?	-0.9	2.5	-0.6%	-0.9%
c1ccc(Cn2nnc3c(Nc4ccc5c(c4)OCO5)nc(C4CC4)nc32)cc1	7.2%	-0.3%	-7.1%	-0.1	1.1%	-2.0	1.3	-13.2%	-4.9%
COc1ccc(OCCCC(=O)OCC(=O)Nc2c(C)nn(-c3ccccc3)c2C)cc1	-3.3%	1.6%	-12.1%	-1.3	9.1%	-0.9	-9.4	-10.4%	11.9%
CC(=O)NC1CCC(C(=O)O)(c2ccccc2)C1 (stereo not given)	16.0%	-0.3%	-4.3%	-2.5	-2.9%	-0.1	-20.5	-4.1%	-5.5%
CCSc1ncc(Cl)c(C(=O)Nc2ccccc2C)n1	-5.8%	-0.6%	8.6%	-0.3	0.0%	-0.7	29.5	1.7%	-5.9%
CCOC(=O)CCc1c(C)c2ccc(OC3CCCCC3=O)cc2oc1=O (stereo not given)	10.0%	0.0%	9.9%	-1.6	0.0%	0.4	4.6	-11.7%	-6.1%
CCOc1ccc(-n2c(Cc3ccccc3)nnc2SCc2c(C)noc2C)cc1	-49.3%	0.6%	3.8%	-1.4	0.0%	-0.2	-10.4	-18.6%	-1.0%
Cc1ccc(NC(=O)n2ncc3c(C)cccc32)c(C)c1	5.4%[56.9 µM]	2.5%&-1.4%	-9.2%&-2.0%	-8.1&-8.1	0.0%&-14.3%	-0.5&1.1	2.7	-3.0%&3.3%	3.5%&2.5%
COc1ccc(-c2ccc(C(=O)NCc3ccc(C(F)(F)F)cc3)c3occc23)c(C)c1	/	3.7%	/	-2.7	12.8%	/	/	/	0.5%
CC1(C)Cc2ccccc2-c2nnc(SCC(=O)Nc3nc4ccccc4s3)n21	-30.1%	-0.7%	-6.5%	-12.5	5.3%	3.2	-13.7	5.7%	-4.2%
O=C(Nc1nc(-c2ccccn2)cs1)C1CCCC1	-17.5%	-1.7%	1.7%	2.4	1.1%	-0.5	-11.3	7.08µM*	5.5%
Cc1ccc2nc(-c3ccc(NC(=O)COC(=O)c4ccc([N+](=O)[O-])o4)cc3)sc2c1	-3.1%	-4.9%	-6.4%	-4.2	-25.7%	0.5	5.3	-3.7%	-5.8%
CCOC(=O)c1c(NC(=O)CSc2nnc(CNc3ccc(F)cc3)o2)sc(C(C)=O)c1C	-21.1%	-6.1%	-8.0%	-0.3	0.0%	0.4	20.0	-0.7%	0.8%
CCOc1ccc(-c2nnn(CC(=O)NCCc3c[nH]c4ccccc34)n2)cc1	-31.9%	-4.0%	4.7%	0.0	-1.4%	-0.2	-5.0	-3.4%	-5.1%
COc1ccc(-n2nnnc2SCC(=O)Nc2nnc(C)s2)cc1OC	-2.0%	2.1%	/	4.9	2.6%	1.1	9.2	4.4%	-2.5%
Cc1ccc(Cl)cc1NS(=O)(=O)N1CCOCC1	-24.8%	-5.6%	-4.9%	-1.2	-4.2%	0.0	2.9	-2.9%	-4.5%
C=CCn1c(COc2ccccc2-c2ccccc2)nnc1SCC(=O)NC(=O)NCc1ccco1	-29.8%	0.8%	-15.4%	-3.8	5.4%	1.2	4.9	-1.2%	-4.2%
Cc1ccc(C(NC(=O)N2CCOCC2)C(Cl)(Cl)Cl)cc1F (stereo not given)	5.4%[11.4 µM]	-0.2%	1.9%	-2.6	-8.1%	0.1	9.5	0.2%	-4.7%
CC(CN1CCN(Cc2ccccc2)CC1)c1ccccc1 (stereo not given)	7.3%	3.6%	7.7%	-13.4	?	0.1	0.0	2.1%	-2.0%
COc1ccc(C(=O)COC(=O)[C@H](C)Nc2ccc(C(F)(F)F)cc2[N+](=O)[O-])c(OC)c1	-9.3%	-1.8%	-5.4%	0.8	0.0%	0.4	-11.0	-9.3%	-3.7%
Cc1cc(C)nc(-n2ncc(C#N)c2N)n1	-22.8%	-11.1%	-6.5%	-4.0	-3.8%	-1.3	8.6	-2.7%	-0.2%
CN(C)c1cc[n+](CC(=O)Nc2ccc([N+](=O)[O-])cc2Cl)cc1	-2.6%	3.8%	-5.5%	-1.2	0.0%	/	/	2.9%	-3.3%
COc1ccccc1-c1nnc(SCC(=O)Nc2ccccc2F)o1	20.0%	/	6.9%	-2.6	1.1%	1.0	/	/	/
CCOc1ccccc1/C=C/c1onc(C)c1S(=O)(=O)N1CCC(C(=O)NC(C)C)CC1	-16.1%[56.9 µM]	-0.7%	8.4%	-5.1	-17.8%	0.1	-7.1	3.0%	-3.7%
CCOC(=O)c1cc2c(=O)n3cccc(C)c3nc2n(Cc2ccco2)c1=NC(=O)c1ccc(C)cc1	-26.0%	0.6%	6.4%	-4.7	/	/	/	1.9%	-7.7%

Entries of single compounds as entered above. Screens in order: RGS4 inh, Vif-A3G inh, ERG Ets-DNA blk, LDHA block, ALOX12 inh, D2 ag, D2 antag, Vif-APOBEC3F blk, Glioma ERSR ind
CC1(C)Cc2ccccc2-c2nnc(SCC(=O)Nc3nc4ccccc4s3)n21 reads -30.1%, -0.7%, -6.5%, -12.5, 5.3%, 3.2, -13.7, 5.7%, -4.2%
Cc1ccc(Cl)cc1NS(=O)(=O)N1CCOCC1 reads -24.8%, -5.6%, -4.9%, -1.2, -4.2%, 0.0, 2.9, -2.9%, -4.5%

Further structures.
SMILES	RGS4 inh	Vif-A3G inh	ERG Ets-DNA blk	LDHA block	ALOX12 inh	D2 ag	D2 antag	Vif-APOBEC3F blk	Glioma ERSR ind
Cc1nc(-c2ccccc2)sc1C1(C)CC(c2ccc([N+](=O)[O-])cc2)=NO1 (stereo not given)	-7.3%	-0.7%	8.5%	-0.1	0.0%	0.0	24.8	-1.3%	-0.7%
CC(=O)c1c(C)[nH]c(C(=O)Nc2cccc(S(=O)(=O)N(C)c3ccccc3)c2)c1C	-3.0%	-18.6%	14.7%	1.8	-10.5%	0.1	-6.2	8.4%	-6.2%
CCCS(=O)(=O)N1CCCC(C(=O)NCc2ccc(C)cc2)C1 (stereo not given)	-4.0%	2.1%	2.9%	0.5	11.3%	0.5	15.2	-1.0%	-5.7%
O=C(Nc1ccccc1F)NC1CCCc2ccccc21 (stereo not given)	-11.4%	-6.7%	0.9%	-1.3	?	-0.2	-7.8	-13.4%	-0.9%
COc1ccc(NC(=O)CSc2nnc(Cc3ccccc3)c(=O)n2N)cc1OC	-13.4%	0.5%	8.3%	-1.1	11.4%	-0.1	-6.0	4.4%	-1.4%
Cc1c(NC(=O)CCN2C(=O)c3ccccc3C2=O)c(=O)n(-c2ccccc2)n1C	4.7%	1.1%	-0.6%	-5.2	13.4%	-0.4	-0.8	0.1%	-2.2%
CCc1nc2ccccc2c(C(=O)OCC(=O)NCCCN2CCCC2=O)c1C	-19.5%	0.5%	-5.0%	-2.5	-19.8%	1.8	-24.9	0.0%	-4.8%
O=C(CCn1c(=O)c2cccn2c2cccnc21)NCc1ccccc1F	11.3%	2.2%	7.0%	-1.7	-14.5%	2.3	/	-6.0%	0.8%
CC1CC(C)CN(CCCn2c(=S)[nH]c3ccccc3c2=O)C1 (stereo not given)	-37.8%	-2.9%	3.7%	-5.4	-6.3%	0.1	-36.0	-2.8%	-5.6%
CCOC(=O)c1cnc2cc(-c3ccc(OCC)cc3)nn2c1-c1ccccc1	-14.6%	-6.6%	-4.6%	0.8	-18.9%	0.1	/	-14.9%	-2.7%
O=C(NNC(=O)c1ccccc1O)c1cc2ccccc2o1	-5.8%	-2.3%	0.7%	9.3	?	0.2	3.7	-18.5%	1.2%
O=C(Nc1cc(Cl)c(O)c(Cl)c1)C1CCCO1 (stereo not given)	27.4%	-3.5%	/	5.2	1.6%[57.4 µM]	0.3	3.4	-18.6%	1.4%
Cc1ccc2nc3ccc(N4CCCC4)nn3c(=O)c2c1	12.9%	-7.7%	-2.7%	2.2	0.0%	-1.3	5.3	-6.0%	-5.3%
O=C(Nc1ccc(Br)cn1)c1cccc(C(=O)Nc2ccc(Br)cn2)c1	-19.4%[56.9 µM]	-0.4%	1.7%	-5.3	-7.9%	0.5	-14.3	-16.8%	-6.8%
CC(=O)c1c(C)[nH]c(C(=O)Nc2cccc(C#N)c2)c1C	7.3%	-2.3%	13.1%	-1.0	-21.5%	1.1	-6.7	-12.5%	-0.8%
COC(=O)[C@H](CC(C)C)N(Cc1ccccc1)S(=O)(=O)N(Cc1ccccc1)[C@@H](CC(C)C)C(=O)OC	-17.4%	3.4%&1.5%	-15.0%	-0.9	-6.9%	/	/	-1.9%	-1.1%&-2.3%
COc1ccc(N2C(=O)c3cccc4cccc(c34)C2=O)nn1	6.3%	1.9%	0.4%	-2.6	-14.0%	-0.8	1.2	-1.0%	-2.1%
COc1cc(/C=C2\CCCc3c2nc2ccccc2c3C(=O)O)cc(Br)c1O	-21.2%	0.7%	3.0%	12.2	50.1µM*	-0.2	3.5	3.2%	-1.8%
COc1ccc(N2CCN(C(=O)c3cc4c(-c5ccccc5F)nn(C)c4s3)CC2)cc1	-8.4%	5.8%	5.8%	-7.9	2.9%	-0.5	/	-0.7%	0.5%
O=C(O)c1ccc(COc2c(F)c(F)cc(F)c2F)o1	18.0%	-0.2%	8.5%	2.9	0.0%	/	/	-5.3%	-2.5%
COc1cc(C(=O)NCCNc2nc3c(C)cccc3cc2C#N)cc(OC)c1OC	/	2.5%	/	-1.8	-21.6%	/	/	-1.4%	-0.7%
